Screens from PubChem.
Peg3 prom inh = Peg3 promoter-driven luciferase inhibitors, primary screen, cell-based, HeLa, luciferase luminescence; HeLa PEG-Prom luciferase reporter, overnight; 360,000 tested, 1.7% active; inhibition, % at 20 µM; AID 588405, 2011;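 active = inhibition of at least 50% at 20 µM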
NR2E3 ag-1 = NR2E3 agonists in two-hybrid cells, primary screen, cell-based, luminescence, CHO-S, Gal4-NCOR/VP16-NR2E3. luciferase. inhibition of corepressor binding, % at 3.98 µM. 360,000 tested, 0.35% active. AID 602229, 2012;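 active = inhibition above the mean of all tested compounds plus 3 SD, cut at about 70% in these data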;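 note: 0% = DMSO with NR2E3 transfected cells and 100% = cells lacking NR2E3 construct; higher means lower luciferase signal from less NR2E3 corepressor binding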
Target sequence (Q9Y5X4 whole entry, looked up, the tested form may be a part): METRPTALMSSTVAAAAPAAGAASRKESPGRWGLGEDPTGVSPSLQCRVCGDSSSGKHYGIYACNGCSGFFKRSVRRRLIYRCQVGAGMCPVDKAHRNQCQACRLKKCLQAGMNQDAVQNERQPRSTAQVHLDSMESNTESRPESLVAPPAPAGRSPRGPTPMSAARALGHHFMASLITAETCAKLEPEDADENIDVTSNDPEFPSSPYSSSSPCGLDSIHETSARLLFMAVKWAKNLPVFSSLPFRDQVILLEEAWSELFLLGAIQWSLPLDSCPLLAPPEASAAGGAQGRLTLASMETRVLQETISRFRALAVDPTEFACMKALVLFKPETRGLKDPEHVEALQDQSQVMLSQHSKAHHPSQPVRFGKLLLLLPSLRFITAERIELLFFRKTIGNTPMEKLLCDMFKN
hiPSC survival = enhancers of single-cell hiPSC survival, primary screen, ATPlite luminescence | 100% = ROCK inhibitor wells, 0% = DMSO | survival enhancement, % at 20 µM | 360,000 tested, 0.044% active | AID 602274, 2012; in the data active = survival enhancement above about 18%;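 note: cells exposed to compounds for 16 hours before the ATP read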
aDG glyco up = activators of alpha-DG glycosylation, primary screen, uHTS, Pro5-aDG cells, AlphaScreen | AID 624168, 2012 | 360,000 tested, 0.22% active | alpha-DG glycosylation AlphaScreen (IIH6); 0% Pro5, 100% B10-LARGE cell signal | activation, % at 10 µM;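 active = activation of at least 8% versus controls, or a plate z-score of at least 8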;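 note: Pro5 are CHO cells carrying HIG-tagged alpha-DG that lacks glycosylation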
TRPM1 prom inh = inhibitors of MITF-dependent TRPM1 promoter reporter, primary screen, cell-based, SK-MEL-5, single point, luciferase | 330,000 tested, 0.83% active | SK-MEL-5 TRPM1 promoter luciferase, 24 h | AID 488899, 2010 | inhibition, % at 12.5 µM;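 active = mean inhibition across replicates of 60% or more, whatever share of single replicates reaches that level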; note: values of inactives mirror those of a sister screen read the other way
PDI inh = inhibitors of human PDI, primary screen, biochemical, turbidity, single point, plate reader | inhibition, % at 10 µM | 350,000 tested, 0.052% active | AID 588391, 2011 | Protein disulfide-isomerase (Homo sapiens), P07237 | PDI insulin aggregation turbidity, A650, 90 min;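 active = mean inhibition across replicates of 30% or more, whatever share of single replicates reach that level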;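 note: absorbance from insulin aggregation driven by PDI reduction with DTT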
Target sequence (P07237 whole entry, looked up): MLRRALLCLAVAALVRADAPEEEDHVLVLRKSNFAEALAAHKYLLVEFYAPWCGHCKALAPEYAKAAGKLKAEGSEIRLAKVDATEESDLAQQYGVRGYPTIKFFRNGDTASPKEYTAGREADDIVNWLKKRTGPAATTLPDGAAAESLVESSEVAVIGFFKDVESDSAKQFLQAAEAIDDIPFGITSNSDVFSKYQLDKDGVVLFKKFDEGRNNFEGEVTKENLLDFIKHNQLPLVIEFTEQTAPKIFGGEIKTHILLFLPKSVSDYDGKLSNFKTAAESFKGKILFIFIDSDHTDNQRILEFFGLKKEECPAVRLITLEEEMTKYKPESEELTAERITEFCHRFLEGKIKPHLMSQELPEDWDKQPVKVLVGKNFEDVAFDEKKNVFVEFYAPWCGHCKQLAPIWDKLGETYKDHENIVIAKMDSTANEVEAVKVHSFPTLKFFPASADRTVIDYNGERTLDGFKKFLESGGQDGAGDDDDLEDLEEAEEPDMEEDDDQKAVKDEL
Vif imaging = HIV Vif self-association inhibitors, primary screen, imaging, HEK293T, single point. 340,000 tested, 0.35% active. inhibition, % at 7.49 µM. HEK293T cells, Vif self-association by quenched fluorescence, 24 h; in the data active = inhibition above about 50%, passing the limit was not always enough; note: some results filed as inactive read as strong as hits
CaV13 ICDI inh = Disruptors of the CACNA1D IQ motif to Ca2+-dependent inactivation inhibitor domain association, primary screening, Förster resonance energy transfer in intact living … | HEK cells, CFP/YFP FRET ICDI-IQ, plate reader, 10 min; percent FRET-ratio fall versus neutral wells | inhibition, % at 12.3 µM | 340,000 tested, 0.098% active;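 active = mean replicate inhibition of at least 30% and at least 1% of replicates passing that level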;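 note: 0% = median of the neutral control wells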
HIF-2a inh = HIF-2a reporter inhibitors, primary screen, luminescence, 786-0 RCC cells | 786-0 RCC cells HIF-2a reporter, luciferase luminescence, overnight | inhibition, % at 18.8 µM | 360,000 tested, 0.72% active;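 active = inhibition of the luminescence signal of 40% or more relative to plate controls, in a single-dose primary screen at 18.75 µM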
NR2E3 ag-2 = inhibitors of NR2E3-RetCOR corepressor binding, primary screen, NR2E3 agonist project, biochemical, TR-FRET, GST-NR2E3, biotin-RetCOR. 1536-well. inhibition of corepressor binding, % at 4.78 µM. 320,000 tested, 0.12% active. Photoreceptor-specific nuclear receptor (Homo sapiens), Q9Y5X4. AID 2300, 2010;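 active = percent inhibition above the cutoff of mean plus 3 SD of all tested compounds, set per screening campaign, cut at about 20% in these data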;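 note: 0% = DMSO wells and 100% = biotin wells as full block of FRET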
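Material: NR2E3–RetCOR corepressor complex / Amount: 1.35 nM GST-NR2E3 / Medium: Tris pH 7.5 / Compound: single nominal compound dose of 4.8 µM / Incubation: 5 h at 4 °C / Technique: TR-FRET, Eu(K)-anti-GST donor, streptavidin-D2 acceptor, ex 340, em 617/671 nm / Read-out basis: percent loss of FRET ratio relative to control wells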
Granule exo inh = LAMP-1 surface exposure blockers, TALL-104 cells – cell-based, flow cytometry, MLPCN library, primary screen | TALL-104 LAMP-1 surface exposure; cells stimulated with thapsigargin and PMA | inhibition, % at 10 µM | 360,000 tested, 0.66% active;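 active = inhibition above about 55%, limit read from the data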
* hit, by the source's call; . = no result given. Compounds were not picked by outcome; overall some 3.5% were active at least once.

SMILES	Peg3 prom inh	NR2E3 ag-1	hiPSC survival	aDG glyco up	TRPM1 prom inh	PDI inh	Vif imaging	CaV13 ICDI inh	HIF-2a inh	NR2E3 ag-2	Granule exo inh
COc1ccccc1N1CCN(C(=O)CSc2nc(C)c(C)c(=O)[nH]2)CC1	8	-10	-0.4	0.0	4	0	-7	-10	13	1	-2
O=C(O)c1cccc(S(=O)(=O)N(Cc2ccccc2)c2ccccc2Cl)c1	8	11	-0.3	-0.1	-4	4	1	-4	20	.	2
Cc1ccc(C(=O)C2CCN(CC(=O)NC3CCCCC3)CC2)cc1	21	2	-3.1	0.1	8	-35	-14	-4	8	0	0
COC(=O)c1ccc(C)cc1C1CN=NC12Cc1cc(C)ccc1C2=O (stereo unspecified)	19	-14	3.0	0.5	-19	-1	0	-5	3	.	2
CCN(Cc1ccccc1)C(=O)c1c(-c2ccccc2Cl)noc1C	4	-18	-0.6	0.1	0	3	27	-4	15	1	6
Cc1ccc(NC(=O)c2cc([N+](=O)[O-])ccc2Cl)c(O)c1	-16	-3	-0.8	0.2	28	7	-1	-4	-40	2	1
Cc1cc(OCC(=O)Nc2ccc(Br)cc2)cc2c1C(=O)CC(C)(C)O2	17	-8	0.0	-0.1	.	9	-14	-5	2	2	16
Cc1cccc(NC(=O)NC2CCCc3ccccc32)c1 (stereo unspecified)	-19	-30	-0.5	-0.1	-11	2	-7	.	-16	2	-2
O=C(c1cccc(S(=O)(=O)N2CCN(c3ccccc3)CC2)c1)N1CCN(c2ccccc2O)CC1	7	-5	0.1	0.3	4	8	5	-7	0	-4	-3
COCC(=O)OC/C(O)=C(\C#N)c1nc2ccccc2[nH]1	20	-10	-0.4	-0.2	25	-4	-5	-13	-4	1	6
O=C(Nc1ccc(F)cc1)Nc1cccnc1Cl	-134	-24	-0.5	-0.1	-33	6	0	-20	-107	1	2
Cn1cc(-c2ccno2)c(C(=O)O)n1	12	-6	3.0	-0.2	3	9	17	-7	8	5	-2

The final 2 compounds of the part before open the next one.
SMILES	Peg3 prom inh	NR2E3 ag-1	hiPSC survival	aDG glyco up	TRPM1 prom inh	PDI inh	Vif imaging	CaV13 ICDI inh	HIF-2a inh	NR2E3 ag-2	Granule exo inh
O=C(Nc1ccc(F)cc1)Nc1cccnc1Cl	-134	-24	-0.5	-0.1	-33	6	0	-20	-107	1	2
Cn1cc(-c2ccno2)c(C(=O)O)n1	12	-6	3.0	-0.2	3	9	17	-7	8	5	-2
CCC(Sc1ccc2nnc(-c3ccc(F)cc3)n2n1)C(=O)OC (stereo unspecified)	6	-3	-0.2	0.3	-9	-11	.	-7	13	3	0
C(=N\n1cnnc1)/c1cn(-c2cccs2)nc1-c1ccccc1	-123	-38	-1.2	0.3	-49	9	-3	-5	-126	2	-2
Cc1[nH]n(-c2ccccc2)c(=O)c1C(C[N+](=O)[O-])c1ccc(Br)cc1 (stereo unspecified)	103*	-36	-1.7	-0.5	83*	-3	3	-4	29	-2	18
CCOC(=O)C1CCCN(CC(O)COc2ccccc2C(C)=O)C1 (stereo unspecified)	-6	-10	7.8	0.4	-4	-2	1	-8	1	0	-2
C[C@H](O)CNC(=O)c1[nH]cnc1C(=O)Nc1ccc(CNC(=O)OC(C)(C)C)cc1	9	1	3.5	-0.4	.	-2	0	-6	-5	.	-7
Cn1cc(Cl)c(C(=O)NNC(=S)NCc2ccco2)n1	-5	-3	-0.1	-0.2	-3	-2	2	-2	7	0	-6
COc1ccc(-c2cc3nc(-c4ccccc4)cc(N4CCN(C(=O)c5ccoc5)CC4)n3n2)cc1	55*	-15	-2.9	0.1	.	16	-7	-3	-9	.	3
COc1ccc(Cl)cc1NC(=O)c1oc(C)nc1C	19	-13	0.0	-0.1	18	18	.	-5	3	1	3
COc1ccc2oc(C(=O)N3CCN(C/C=C/c4ccccc4)CC3)c(C)c2c1	15	14	1.4	-0.1	13	12	-4	-5	-3	2	-3
CN(CC(=O)N1CCCCC1)S(=O)(=O)c1ccc(Cl)cc1	-16	-9	-1.0	0.2	2	8	-3	0	0	-2	-1
Cc1ccc(OCC(=O)Nc2nc(C)c(Cl)cc2Cl)c([N+](=O)[O-])n1	-17	7	-2.2	-0.2	-11	-4	10	-5	-6	5	2
Cc1cc2cc(CN(Cc3cccs3)C(=S)NCc3ccco3)c(=O)[nH]c2cc1C	21	-11	-0.4	-0.1	15	-8	-3	-6	11	1	1
COc1cc(OC)c(C2C=CC(=O)CC2)c(OC)c1 (stereo unspecified)	.	10	-0.8	0.0	.	.	.	-7	6	.	-4
O=C(O)Cc1ccc2sc(-c3ccccc3)nc2c1	-40	-83	0.8	-0.1	-3	-2	-5	-2	-45	4	4
CCc1nnc(NS(=O)(=O)c2ccc(NC(=O)CCC(=O)OC)cc2)s1	4	-21	-0.3	0.0	-5	2	-2	-4	15	2	-5
O=C(Nc1ccc2c(c1)OCO2)c1ccc2sc([C@@H]3O[C@H](CO)[C@@H](O)[C@H]3O)nc2c1	-89	-32	-2.2	-0.3	.	-6	-5	-5	-122	.	-1
Cc1cc(C(=O)Nc2nnc(C3CCCCC3)s2)cs1	-181	-36	-2.3	-0.1	-89	11	-5	-7	-142	6	2
CC(O)(c1ccc(F)c(F)c1)c1nc(-c2cc3ccccc3o2)cs1 (stereo unspecified)	8	58	1.8	-0.2	.	-3	-12	-5	-39	.	1
CN1CCN(c2ccc(-c3cc(NC=O)c4ncc(-c5ccc(F)cc5)n4c3)cc2)CC1	7	-67	-3.2	0.1	.	-15	6	-6	-87	.	8
Oc1cc2c(cc1CN1CCc3ccccc3C1)OCO2	-10	-14	0.1	-0.1	-1	0	8	-3	2	6	-1
Nc1nnc(-c2cn(-c3ccccc3)nc2-c2ccc(Cl)cc2)o1	8	-11	0.0	-0.1	-19	-3	-1	6	-6	3	-8
O=C(Cc1cccc(C(F)(F)F)c1)NCC(=O)Nc1cc(Cl)ccc1Cl	27	-9	-0.1	0.2	4	-2	-18	-4	17	1	4
COc1ccc(Cc2noc(CN3CCCC(OCc4ccccn4)C3)n2)cc1OC (stereo unspecified)	-7	2	1.0	0.0	-18	15	15	7	9	4	-9
CC(C)Oc1ccc2ccccc2c1CNC[C@H]1O[C@@H](n2ccc(=O)[nH]c2=O)[C@H](O)[C@@H]1O	-4	6	1.6	0.1	.	.	-2	-3	18	.	-2
CCN(CC)S(=O)(=O)c1ccc2c(c1)N(CC(=O)Nc1cccnc1Cl)C(=O)CO2	12	-7	-0.7	0.8	-1	-2	3	-6	13	-4	-3
Cc1cc(SC#N)cc(C)c1NC(=O)CCl	28	-13	-2.8	0.5	35	-3	0	-5	46*	-2	0
Clc1ccc(-n2ncc3c(NCC4CCCO4)ncnc32)cc1 (stereo unspecified)	-187	-138	-2.1	-0.1	-48	-3	-1	-6	-190	5	-3
Fc1ccc(C(CCNCc2cccs2)c2ccco2)cc1 (stereo unspecified)	4	-34	-0.6	-0.1	3	0	1	5	4	-1	3
Cn1c(=O)c2c(SCC(=O)Nc3ccc4c(c3)OCCO4)nc(CC(C)(C)C)nc2n(C)c1=O	29	-20	2.7	-0.4	6	.	.	-3	-2	3	-1
Fc1cc(Br)ccc1NC(=S)Nc1cccnc1	-23	-16	1.0	0.2	-6	4	-1	3	-23	2	-1
Cc1cc(Br)ccc1NC(=O)CN1C(=O)CCC1=O	10	-2	-0.3	0.0	5	6	-20	-4	2	1	-2
CC(=O)N/C(=C\c1ccccc1Cl)C(=O)O	0	8	-0.6	-0.2	-4	-3	.	-7	-4	1	1
Cc1cc(C(C)(C)C)cc(C)c1COC(=O)CN1C(=O)NC2(CCCC2)C1=O	6	10	-1.1	0.5	-9	4	12	-5	13	2	21
C[C@H](NC(=O)[C@H]1N2C(=O)c3ccccc3C2SC1(C)C)C(=O)N1CCN(C)CC1 (stereo partly specified)	-25	6	0.1	-0.1	-4	4	8	-4	9	1	6
Cc1nn(-c2ccc(N3CCCCC3)nn2)c(C)c1CCC(=O)Nc1ccc(F)c(F)c1	-250	-109	0.4	-0.1	-58	-2	-4	-4	-224	1	-6
CCOC(=O)c1cc2sc(C)cc2n1CC(=O)N(CC)CC	6	-3	0.9	0.4	-2	2	.	-6	13	0	-1

Only CaV13 ICDI inh and NR2E3 ag-2, for 2 of the compounds above:
SMILES	CaV13 ICDI inh	NR2E3 ag-2
COC(=O)c1ccc(C)cc1C1CN=NC12Cc1cc(C)ccc1C2=O (stereo unspecified)	-5	.
CCN(Cc1ccccc1)C(=O)c1c(-c2ccccc2Cl)noc1C	-4	1

Next compounds follow:
SMILES	Peg3 prom inh	NR2E3 ag-1	hiPSC survival	aDG glyco up	TRPM1 prom inh	PDI inh	Vif imaging	CaV13 ICDI inh	HIF-2a inh	NR2E3 ag-2	Granule exo inh
Cc1ccc(CCNC(=O)CN(C)S(=O)(=O)c2cnc[nH]2)cc1	1	-8	0.7	0.0	4	-2	1	-4	3	0	1
COc1cc(C(=S)NC2CCCCC2)ccc1O	-10	-8	0.2	-0.2	11	-28	-2	-7	-22	0	0
Cc1onc(-c2c(Cl)cccc2Cl)c1C(=O)NCCN1CCOCC1	8	-23	-1.0	0.1	-4	-6	3	-4	2	1	2
Cc1nc2sc(C)c(C)c2c(=O)o1	24	-13	1.5	0.2	13	-10	.	-5	14	1	1
COc1cccc2cc(-c3nnc(SCC(=O)NCc4ccccc4)n3C)oc12	10	-5	-3.2	0.2	6	3	4	-5	5	2	-2
O=C1c2[nH]nc(-c3ccccc3O)c2C(c2cccc(O)c2)N1Cc1ccco1 (stereo unspecified)	18	-6	0.1	-0.4	-2	5	-2	.	18	2	-5
CC(C)c1ccc(Nc2nc(Cl)nc(NCCO)n2)cc1	-49	-48	0.1	0.7	-12	-4	1	-21	-21	1	-40
O=C(Cn1cnc2cc([N+](=O)[O-])ccc2c1=O)N(Cc1ccccc1)C1CCS(=O)(=O)C1 (stereo unspecified)	12	0	1.8	-0.2	-6	-1	0	-1	11	2	2
Cc1nn(-c2cccc(C(F)(F)F)c2)c(=O)c2noc(C)c12	9	-10	-0.3	-0.1	-18	8	-5	-4	8	5	1
CC(C)CCn1c(N2CCCC2)nc2c1c(=O)[nH]c(=O)n2C	19	-13	-0.1	-0.2	5	1	-4	1	22	1	-11
CC1(C)Cc2c(C#N)c(N3CCOCC3)nc(Cc3ccccc3)c2CO1	17	10	6.7	-0.4	13	7	2	-2	28	-3	0
O=C(NNS(=O)(=O)c1ccc(F)cc1)C1CC(c2cccnc2)=NO1 (stereo unspecified)	5	-18	3.4	0.3	5	4	3	-8	16	6	-2
COc1ccc(CCN(C)CCC(=O)Nc2ccc(C)cc2)cc1OC	0	-6	-0.7	-0.2	0	-1	-1	-4	7	-1	4
